From PubChem
SUMO1 PPI mod – alters human SUMO1 binding to SIM partners | AID 602429 | 0.33% of 360,000 active | P63165 | SUMO1 binding to a labelled peptide, TR-FRET, 1 h | inhibition, % at 20 µM; in the data active = inhibition above about 37%
Target sequence (P63165 whole entry, looked up): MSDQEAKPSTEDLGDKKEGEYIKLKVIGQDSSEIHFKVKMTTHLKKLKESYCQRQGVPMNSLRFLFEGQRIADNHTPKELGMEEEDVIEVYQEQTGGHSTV
Rin1 Abl inh – blocks binding of human Rin1 to Abl; P00519+Q13671; 0.4% of 360,000 active; inhibition, % at 7.35 µM; TR-FRET Rin1/Abl binding, biochemical; in the data active = inhibition above about 5%, passing the limit was not always enough
NadD block – blocks S. aureus nicotinate mononucleotide adenylyltransferase; inhibition, % at 20 µM; 0.78% of 360,000 active; purified NadD enzyme, colorimetric absorbance read-out; in the data active = inhibition above about 26%; also: some compounds past the cut are filed as inactive
Scp1 inh – blocks human Scp-1 phosphatase activity; Q9GZU7; Recombinant Scp1, phosphopeptide, malachite green phosphate absorbance; inhibition, % at 20 µM; 0.88% of 340,000 active; AID 493091;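 active = inhibition above about 50% at 20 µM, limit read from the data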;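 also: plate controls were DMSO wells with enzyme for no effect and wells lacking enzyme for full effect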
Target sequence (Q9GZU7 76-261 limits assumed): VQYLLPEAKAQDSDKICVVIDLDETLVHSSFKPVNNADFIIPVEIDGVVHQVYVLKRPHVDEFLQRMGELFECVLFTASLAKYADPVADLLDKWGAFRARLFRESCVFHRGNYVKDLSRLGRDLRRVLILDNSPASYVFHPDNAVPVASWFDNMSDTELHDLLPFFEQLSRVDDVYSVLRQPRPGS
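System: truncated SCP-1 phosphatase (76-261aa); medium: Tris acetate buffer pH 5.5 with MgCl2 and Tween-20; incubation: 45 min room-temperature reaction, 5 min colour, 30 min stabiliser; compound: single 20 µM dose, 1% DMSO; reagent: Phosphorylated 17-residue peptide substrate; read-out: % inhibition at 20 µM; technique: colorimetric free-phosphate detection, absorbance 630 nm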
Neddyl block – cullin neddylation inhibition. calls only at 25 µM. P61081+Q13564. TR-FRET cullin neddylation, biochemical. AID 651699. 0.58% of 360,000 active; in the data active = inhibition above about 36%
STEP block – inhibitors of human striatal-enriched phosphatase STEP | recombinant STEP, OMFP fluorogenic substrate, fluorescence | inhibition, % at 20 µM | 0.25% of 360,000 active | AID 588621;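 active = inhibition at 20 µM, scaled per plate between control wells, above about 37%, limit read from the data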;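 also: 0% = DMSO with enzyme and substrate and 100% = substrate only without enzyme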
Target sequence (P54829 whole entry, looked up): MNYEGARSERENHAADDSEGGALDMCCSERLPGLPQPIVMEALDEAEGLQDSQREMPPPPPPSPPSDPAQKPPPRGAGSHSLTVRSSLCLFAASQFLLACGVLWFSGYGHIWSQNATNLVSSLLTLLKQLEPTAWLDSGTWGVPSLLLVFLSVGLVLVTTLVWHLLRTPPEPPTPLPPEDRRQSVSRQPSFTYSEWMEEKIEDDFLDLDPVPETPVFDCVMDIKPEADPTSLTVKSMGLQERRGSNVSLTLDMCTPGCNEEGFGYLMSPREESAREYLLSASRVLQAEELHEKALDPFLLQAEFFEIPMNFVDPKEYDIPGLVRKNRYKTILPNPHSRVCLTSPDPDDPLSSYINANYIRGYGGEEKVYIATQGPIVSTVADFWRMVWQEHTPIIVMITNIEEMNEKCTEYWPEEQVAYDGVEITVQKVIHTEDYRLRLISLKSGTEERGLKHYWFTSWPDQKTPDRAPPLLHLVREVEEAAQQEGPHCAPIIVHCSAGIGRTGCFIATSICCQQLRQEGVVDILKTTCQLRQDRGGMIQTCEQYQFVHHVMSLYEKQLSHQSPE
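System: STEP (striatal-enriched tyrosine phosphatase) enzyme, cell-free; medium: Bis-Tris pH 6.0 buffer with DTT, detergent; dosing: 20 µM, 1% DMSO; times: reaction 20 min, ambient temperature; detection: fluorescence, 480/540 nm; read-out basis: normalized % inhibition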
Rpn11 block – Rpn11 (human) deubiquitinase inhibition. 0.59% of 360,000 active. AID 588493. calls only at 20 µM. O00487. human 26S proteasome, Ub4-pepOG fluorescence polarization; 20S core pre-blocked with epoxomicin;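 active = inhibition at 20 µM, scaled to each plate's controls, above about 33%, limit read from the data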
LMPTP block – blocks human LMPTP phosphatase | P24666 | recombinant LMPTP-A, OMFP fluorogenic substrate, fluorescence intensity | inhibition, % at 20 µM | 0.22% of 360,000 active;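 active = compounds that cut the enzyme signal by at least half of the control window in the single-dose screen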;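 also: plate controls were DMSO wells with enzyme plus substrate for no effect and substrate without enzyme for full effect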
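Assay system: LMPTP-A phosphatase enzyme | Input: 0.625 nM enzyme | Also added: Fluorogenic phosphatase substrate OMFP at 400 µM final | Compound dosing: One test concentration per compound, 20 µM, with 3% DMSO overall | Schedule: 50 min enzyme reaction at room temperature, protected from light | Signal: Fluorescence intensity | Benchmarks: no-enzyme and uninhibited controls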
DNMT1 inh – inhibitors of human DNMT1; P26358; DNMT1 molecular beacon, Hinp1I cleavage, fluorescence; inhibition (reported as % activation of signal), % at 10 µM; 0.83% of 360,000 active; AID 588458; in the data active = inhibition above about 50%
CSN deneddyl inh – blocks human CSN-mediated cullin deneddylation; inhibition, % at 12.5 µM; 0.38% of 360,000 active; Purified CSN, SCF-Nedd8-OG deneddylation, fluorescence polarization; Q92905;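 active = pattern-corrected inhibition above about 35%, with an unprinted fluorescence ratio check between 0.5 and 1.5, limit read from the data, passing the limit was not always enough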;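 also: 0% = enzyme with substrate and 100% = substrate without enzyme; some results filed as inactive read as strong as hits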
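Assay system: Purified human Csn5 enzyme expressed in HEK293T cells | Amount: Enzyme 0.24 nM | Measured by: Fluorescence polarization readout | Medium: Tris/NaCl/DTT buffer, pH 7.5 | Compound dosing: One concentration, 12.5 µM, 0.25% DMSO | Times: 90 min incubation of compound, enzyme and substrate at room temperature | Control set: no-enzyme wells high, enzyme-with-substrate wells low | Read-out: % inhibition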
Active calls of the source: *; i = inactive; x = no result given.

The first 2 compounds (preview)
SMILES	SUMO1 PPI mod	Rin1 Abl inh	NadD block	Scp1 inh	Neddyl block	STEP block	Rpn11 block	LMPTP block	DNMT1 inh	CSN deneddyl inh
C/C(N)=C(/C#N)C(=O)CSc1cc(Cl)ccc1Cl	1	-5	-4	1	i	-1	i	0.8	0	-4
CCNc1c(C(=O)O)ccc2c1C(=O)c1ccccc1C2=O	-25	-4	3	-3	i	2	i	1.2	-1	-4

The whole of this part (from the top)
SMILES	SUMO1 PPI mod	Rin1 Abl inh	NadD block	Scp1 inh	Neddyl block	STEP block	Rpn11 block	LMPTP block	DNMT1 inh	CSN deneddyl inh
C/C(N)=C(/C#N)C(=O)CSc1cc(Cl)ccc1Cl	1	-5	-4	1	i	-1	i	0.8	0	-4
CCNc1c(C(=O)O)ccc2c1C(=O)c1ccccc1C2=O	-25	-4	3	-3	i	2	i	1.2	-1	-4
COCCNC(=O)CSCc1nc(-c2ccc(SC)cc2)oc1C	-4	1	0	-6	i	-5	x	-0.9	1	-5
Cc1cc(NC(=O)c2ccc3c(c2)C(=O)N(C2CCCCC2)C3=O)no1	-1	3	6	3	i	2	i	0.0	27	8
COc1ccc(NC(=O)CO/N=C/C(=O)Nc2ccccc2C)c([N+](=O)[O-])c1	-24	-1	3	-5	i	-2	i	-0.2	-13	4
C/C(CC(=O)NCc1ccco1)=N\NC(=O)c1ccc(Cl)cc1Cl	4	3	-1	1	i	-4	i	1.5	3	-5
COCCCNCCCCOc1cccc(Br)c1	-1	-1	-4	-11	i	-4	i	-3.7	0	4
CCC(C)NC(=O)c1cc2c(=O)n3ccccc3nc2s1 (centres undefined)	-32	-5	-3	-7	x	1	i	-0.7	-1	-3
COc1ccc(C(=O)O/N=C(\N)Cc2ccc(Cl)cc2)cc1OC	0	-1	-4	-12	i	9	i	-1.3	-5	1
Nc1sccc1C(=O)NCCN1CCOCC1	-10	x	x	x	i	x	x	40	x	-1
O=C(COc1ccccc1)Nc1nnc(-c2ccc3c(c2)CCCC3)o1	9	2	8	-15	i	8	i	2.1	1	4
C/C(=N\Nc1ccccn1)c1ccc(OC(F)F)cc1	3	5	-2	-9	i	-1	i	0.9	1	2
Cc1ccccc1NC(=O)C1CCCN(S(=O)(=O)c2cnc[nH]2)C1 (centres undefined)	-1	-5	-1	-3	i	0	i	-1.4	-3	-4
COc1ccc2c(c1)C(=O)C(=O)N2CC1COc2ccccc2O1 (centres undefined)	-7	0	-5	-10	i	0	i	2.0	-4	4
Nc1nc2c(ncn2[C@@H]2O[C@H](CNS(=O)(=O)c3cccnc3)[C@@H](O)[C@H]2O)c(=O)[nH]1	2	0	-6	x	i	-2	i	-1.7	2	-4
CNc1nc(OC)nc(N2CCOCC2)n1	-2	1	9	-7	i	-3	i	-1.1	2	-3
CC(=O)c1ccc(NC(=O)c2ccc(NC(=O)CCS(=O)(=O)c3cccs3)cc2)cc1	0	1	-14	-15	i	-4	i	2.7	-6	-4
O=C(CSc1nc(-c2ccccc2)cc(=O)[nH]1)N1CCOCC1	2	0	5	-5	i	0	i	-1.3	12	0
Cn1c(SCC(=O)N2CCCCC2)nnc1-c1ccc(S(=O)(=O)N2CCOCC2)cc1	-3	-1	1	-5	i	-2	i	-1.6	6	-5
Cc1cc(-c2ccccc2)nc(N(C)NC(=O)c2cccc(C(F)(F)F)c2)c1S(C)(=O)=O	1	0	-6	-12	i	0	i	3.0	-9	-1
O=C(CS(=O)(=O)c1ccc(C(F)(F)F)cn1)NNC(=O)c1ccccc1	-2	1	0	-8	i	-1	i	-2.5	4	4
Cc1ccc(S(=O)(=O)CCC(=O)OCC(=O)Nc2cc(C)on2)cc1	2	2	-6	-10	i	-6	i	-0.6	-6	-2
Cc1ccccc1C(=O)N1CCC(C(=O)NN2C(=O)NC3(CCC(C)CC3)C2=O)CC1 (centres undefined)	1	3	0	-10	i	2	i	-1.3	-3	-2
CC(NC(=O)c1cc2c(=O)n3ccccc3nc2n(CC2CCCO2)c1=N)c1ccccc1 (centres undefined)	-37	-5	-10	-1	x	-1	i	2.6	0	-3
CCCCn1c(N)c(N(CCC(C)C)C(=O)c2cc(CC)c(C)s2)c(=O)[nH]c1=O	4	-1	0	-1	i	0	i	-6.5	4	3
CCn1nccc1C(=O)Nc1cc(Cl)ccc1Cl	2	0	-1	-3	i	-6	i	-0.4	0	-3
O=C(Nc1nc(-c2ccccc2)cs1)c1ccc(S(=O)(=O)N2CCc3ccccc32)cc1	-2	-1	11	3	i	5	i	0.8	-15	-1
Cc1[nH]c2ccccc2c1N=Nc1ccc(F)cc1	-8	-1	-2	9	i	-2	i	1.9	-13	-6
CC(=O)c1cc(-c2ccccc2)n(CC(=O)N2CCC(N3CCCCC3)CC2)c1C	-1	-2	3	0	i	3	i	0.1	-5	4
CCN(CC)CCCNC(=O)c1ccccc1NC(=O)C1=CSCCO1	1	-1	-8	38	i	1	i	-1.7	0	-2

Profiles from above. Order of values: SUMO1 PPI mod, Rin1 Abl inh, NadD block, Scp1 inh, Neddyl block, STEP block, Rpn11 block, LMPTP block, DNMT1 inh, CSN deneddyl inh
Record of Cc1ccccc1C(=O)N1CCC(C(=O)NN2C(=O)NC3(CCC(C)CC3)C2=O)CC1 (centres undefined) : 1, 3, 0, -10, i, 2, i, -1.3, -3, -2
Record of Cc1ccc(S(=O)(=O)CCC(=O)OCC(=O)Nc2cc(C)on2)cc1 : 2, 2, -6, -10, i, -6, i, -0.6, -6, -2
Record of Cc1[nH]c2ccccc2c1N=Nc1ccc(F)cc1 : -8, -1, -2, 9, i, -2, i, 1.9, -13, -6
Record of Cn1c(SCC(=O)N2CCCCC2)nnc1-c1ccc(S(=O)(=O)N2CCOCC2)cc1 : -3, -1, 1, -5, i, -2, i, -1.6, 6, -5
Record of Cc1cc(-c2ccccc2)nc(N(C)NC(=O)c2cccc(C(F)(F)F)c2)c1S(C)(=O)=O : 1, 0, -6, -12, i, 0, i, 3.0, -9, -1

More entries follow.
SMILES	SUMO1 PPI mod	Rin1 Abl inh	NadD block	Scp1 inh	Neddyl block	STEP block	Rpn11 block	LMPTP block	DNMT1 inh	CSN deneddyl inh
C=CCOc1cccc(C2C(C(=O)c3ccc(C)o3)=C(O)C(=O)N2CCN2CCOCC2)c1 (centres undefined)	-9	-15	6	x	i	1	i	-0.8	6	2
O=C(NCCN1CCOCC1)c1ccccc1N1C(=O)[C@@H]2Cc3c([nH]c4ccccc34)C(c3cccc(Cl)c3)N2C1=O (some centres undefined)	-1	0	-1	x	i	12	i	0.1	-6	-1
Cc1ccc(NC(=O)CCC(=O)N/N=C/c2cccs2)cc1	-1	-3	15	-3	i	-2	i	-0.8	-2	3
Cc1cccc(N=Nc2cnc(N)s2)c1	-10	1	-3	3	i	4	i	1.4	-13	0
N#Cc1ccsc1NC(=O)CN1CCN(c2ccccc2)CC1	3	-3	1	-8	i	0	i	0.6	-2	-1
COc1ccc(C(=O)Nc2ccc3nc(N4CCCCC4)cc(C)c3c2)cc1OC	3	-1	-1	-5	i	-1	i	5.2	-15	6
COc1ccccc1NC(=S)N(CCCN1CCOCC1)Cc1cccs1	1	1	-8	-4	i	7	i	-1.5	4	7
Cc1cccc(-n2c(N)cc(=O)[nH]c2=S)c1C	0	-3	5	-12	i	2	i	-0.4	5	-4
Cc1ccccc1CCNC(=O)CCn1nc(C)c2c(C)n(-c3ccccc3)nc2c1=O	3	3	-3	3	i	1	i	-0.4	1	1
O=C(c1cc(C2CC2)on1)N1CCN(C(c2ccccc2)c2ccccc2)CC1	2	-5	-4	3	i	-1	i	2.0	3	-1
COc1ccc(OC)c2sc(NC(=O)c3ccc(Cl)s3)nc12	-1	-1	2	-12	i	1	i	7.1	61*	7

Random draw from the library (roughly 3.8% active in at least one column).
